# Bioassay records (PubChem BioAssay)
# TRPC4 PAM = allosteric potentiators of mouse TRPC4 channel; HEK293 TRPC4beta/mu-opioid, DAMGO EC20, Fluo-4 Ca2+ flux; hits give high values; B-score at 10 µM; 310,000 compounds, 0.42% hits; Q9QUQ5; AID 2227;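 active means B-score of calcium response area above 5 SD of library B-scores, with initial fluorescence ratio within 5 SD of library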;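 further: B-score of integrated fluorescence ratio over time as area under calcium response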
# TRPC6 activator = mouse TRPC6 channel activation; AID 2550; 310,000 compounds, 0.13% hits; HEK293-TRPC6 membrane potential dye fluorescence; hits give high values; B-score at 10 µM; Q61143;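 active means B-score of the integrated fluorescence ratio above library mean plus 3 SD, and starting fluorescence ratio within library mean plus 5 SD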;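 further: higher score means more depolarization so channel activation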
# Target sequence (Q61143 whole entry, looked up): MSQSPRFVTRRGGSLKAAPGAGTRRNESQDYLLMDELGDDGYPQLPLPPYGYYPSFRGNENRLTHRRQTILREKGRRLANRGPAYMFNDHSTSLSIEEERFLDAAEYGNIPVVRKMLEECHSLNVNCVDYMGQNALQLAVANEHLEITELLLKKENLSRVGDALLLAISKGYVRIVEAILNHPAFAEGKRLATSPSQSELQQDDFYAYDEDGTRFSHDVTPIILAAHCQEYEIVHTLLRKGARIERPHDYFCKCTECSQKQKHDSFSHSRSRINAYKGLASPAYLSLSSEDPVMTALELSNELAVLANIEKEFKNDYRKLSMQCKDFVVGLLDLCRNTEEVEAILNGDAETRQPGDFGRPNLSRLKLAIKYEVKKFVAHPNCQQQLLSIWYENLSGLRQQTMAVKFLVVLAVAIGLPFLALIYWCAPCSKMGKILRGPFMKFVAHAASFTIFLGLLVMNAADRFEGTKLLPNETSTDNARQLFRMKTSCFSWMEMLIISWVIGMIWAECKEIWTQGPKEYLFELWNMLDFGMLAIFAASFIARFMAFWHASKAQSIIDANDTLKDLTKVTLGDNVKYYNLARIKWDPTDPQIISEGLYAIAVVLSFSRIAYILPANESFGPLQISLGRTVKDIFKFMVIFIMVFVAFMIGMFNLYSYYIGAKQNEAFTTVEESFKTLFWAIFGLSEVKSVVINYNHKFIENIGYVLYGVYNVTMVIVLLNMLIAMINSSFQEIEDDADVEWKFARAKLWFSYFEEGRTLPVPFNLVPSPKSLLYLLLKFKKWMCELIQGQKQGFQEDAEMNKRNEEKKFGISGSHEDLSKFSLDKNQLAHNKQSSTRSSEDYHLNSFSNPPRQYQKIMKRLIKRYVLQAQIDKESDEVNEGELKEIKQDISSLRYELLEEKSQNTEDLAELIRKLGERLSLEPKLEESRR
# TRPC4 agonist = activators of mouse TRPC4 channel; AID 2237; Q9QUQ5; B-score at 10 µM; HEK293 TRPC4beta/mu-opioid, Fluo4 calcium fluorescence; hits give high values; 310,000 compounds, 0.49% hits;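 active means B-score above 5 SD of library B-scores, and initial fluorescence ratio not above library mean plus 5 SD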;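 further: positive B-score marks a calcium rise read as TRPC4 activation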
#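 system = HEK293 cells stably co-expressing mouse TRPC4beta and mu-opioid receptor | schedule = Fluo4 dye loading 45 min at room temperature, 110 s recording | measure = B-scored integrated calcium fluorescence ratio | signal = Fluo4 calcium-sensitive dye fluorescence, kinetic, 1 Hz baseline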
# AI-2 QS mod = modulators of Vibrio harveyi AI-2 quorum sensing system; 300,000 compounds, 0.4% hits; activity change, % at 7.5 µM; AID 2094; Vibrio harveyi JMH597 AI-2 luminescence/OD600 ratio, 9 h; hits give low values; strain lacks LuxN and CqsS sensors; 0 = neutral-control median; in the data active means activity change below about -75%, passing the limit was not always enough;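 further: luminescence divided by OD600 gain over 9 h not by final OD600 alone; inactives centre near 13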
# TRPC4 block = inhibitors of mouse TRPC4 channel. B-score at 10 µM. HEK293 TRPC4beta/mu-opioid, DAMGO-evoked Fluo4 calcium flux; hits give low values. 300,000 compounds, 0.39% hits;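 active means B-score over 3 SD under the library average, no early fluorescence shift, positive overall ratio signal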
#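 Signal: kinetic Fluo4 fluorescence imaging of calcium influx. Material: stable TRPC4beta/mu-opioid receptor HEK293 cells. Probe or stimulus: DAMGO in two steps, submaximal then maximal.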
# TRPC6 inh = blocks the mouse TRPC6 cation channel; Q61143; HEK293-TRPC6, membrane potential dye, ACh-evoked depolarization; hits give low values; B-score at 10 µM; 310,000 compounds, 1.1% hits;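 active means B-score under library mean minus 3 SD, initial fluorescence not abnormally high, positive integrated signal ratio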;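 further: B-score derived from integrated fluorescence ratio over the kinetic read; more negative B-score means stronger inhibition of depolarization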
# PolyA inh = blocks polyadenylation in yeast reporter cells; S. cerevisiae SKY197-pL101 polyadenylation reporter, beta-gal luminescence; efflux-impaired pdr1/pdr3 knockout yeast; score 100 = 6 SD above DMSO; calls only at 12 µM; 300,000 compounds, 0.02% hits; AID 1875;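 active means lowest replicate activity score at least 50, where 100 means six control SD above control mean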;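 further: yeast exposed to compound for 9 h at 30 °C; higher score means more reporter readthrough which indicates perturbed polyadenylation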
# HIF activator = HIF pathway transcriptional activation; U2OS HRE-luciferase reporter, luminescence; normalized: DMSO 0%, desferrioxamine 100%; activation, % at 7.5 µM (by protocol); 300,000 compounds, 0.32% hits;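 active means mean activation of at least 10% of the iron chelator positive control signal, with at least half of replicates also reaching 10%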
# MrgX1 ag = agonists of human MrgX1 receptor. Q96LB2. MrgX1-HEK293 cells, Fluo-4 calcium fluorescence, agonist mode; hits give high values. B-score at 10 µM. 310,000 compounds, 0.44% hits. AID 588627;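 active means calcium response B-score plate-corrected fluorescence ratio at least 3 library SD, with starting fluorescence B-score inside 5 SD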
#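 Material: HEK293 cells stably expressing human MrgX1 receptor | Quantity: 15,000 cells per well | Times: Cells plated overnight, dye loaded 0.5 h 37 °C, 0.5 h room temperature | Measured by: Kinetic Fluo-4 NW fluorescence of intracellular calcium | Control set: Positive and negative controls per plate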
# MrgX1 antag = antagonists of human MrgX1 receptor; Q96LB2; MRGX1-HEK293 calcium flux, Fluo-4, BAM8-22 antagonism; hits give low values; B-score at 10 µM; 310,000 compounds, 1.3% hits;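 active means calcium-response B-score plate-corrected more than 3 library SD below zero, starting fluorescence within 5 deviations, no agonist response on first addition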;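 further: peak minus trough fluorescence over baseline after final BAM8-22 challenge near maximal dose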
# MrgX1 allo act = human MrgX1 positive allosteric modulation, primary screen. Q96LB2. MrgX1-HEK293, Fluo-4 calcium flux, FDSS; hits give high values. B-score at 10 µM. 310,000 compounds, 0.63% hits;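 active means plate-corrected calcium response at least 3 library SD above typical, normal starting fluorescence, not activating the receptor alone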;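 further: compound read alongside a low EC10 to EC30 dose of BAM8-22 agonist; peak minus trough fluorescence over baseline measured at the second addition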
# The depositor's hits bear a star; i = inactive; x = not tested or not shown.
SMILES,TRPC4 PAM,TRPC6 activator,TRPC4 agonist,AI-2 QS mod,TRPC4 block,TRPC6 inh,PolyA inh,HIF activator,MrgX1 ag,MrgX1 antag,MrgX1 allo act
Cc1ccc(C)c(C(=O)CCC(=O)N2CCN(c3ncccn3)CC2)c1,i,i,i,8,i,i,i,-0.4,i,i,i
CCN(CC)S(=O)(=O)c1ccc(NC(=O)c2c(-c3ccccc3)noc2C)cc1,i,i,i,9,i,i,i,x,i,i,i
Cc1cc[n+](-c2[nH]c(=O)sc2/C=N/NC(=O)c2ccccc2[O-])cc1C,i,i,i,0,i,i,i,0.0,i,i,i
COc1ccc(C(=O)N[C@H]2CCCCNC2=O)cc1OC1CCN(C(C)C)CC1,i,i,i,6,i,i,i,0.0,i,i,i
CC1=CC(c2ccc(Cl)cc2)n2ncnc2N1 (stereo not drawn),i,i,i,22,i,i,i,1.4,i,i,i
O=C1c2ccccc2C(=O)N1CCc1nc(-c2ccc(Cl)cc2)no1,i,i,i,-3,i,i,i,0.1,i,i,i
Cc1ccc2c(CN3CCCCC3C)cc(=O)oc2c1C (stereo not drawn),i,i,i,16,i,i,i,-0.5,x,x,x
Cc1cc2nc3c(nc2cc1C)C(O)=C3O,i,i,i,x,i,i,i,-0.3,i,i,i
COc1ccc2nc(/C=N/NC(=O)CCCCCNC(=O)OC(C)(C)C)ccc2c1,i,i,i,5,i,i,i,1.8,i,i,i
COc1ccc(OC)c(S(=O)(=O)NCc2nc3nc(C)cc(C)n3n2)c1,i,i,i,-17,i,i,i,0.5,i,i,i
Cc1cc(Br)ccc1NCc1ccccn1,i,i,i,39,i,i,i,0.0,i,-6*,i
Cc1cc(C(=O)COC(=O)C2=NNC(=O)CC2)c(C)n1-c1cccc(C(F)(F)F)c1,i,i,i,27,i,i,i,-0.4,i,i,i
C/C(=N\Nc1ccc2nncn2n1)c1ccco1,i,i,i,27,i,i,i,0.0,i,i,i
COC(=O)Cn1cccc1C(=O)c1ccccc1,i,i,i,19,i,i,i,x,i,i,i
CN1CCN(c2nc3c(c(=O)[nH]c(=O)n3C)n2CCCSc2nnnn2-c2ccccc2)CC1,i,i,i,5,i,-6.5*,i,-0.1,i,i,i
CCCCS(=O)(=O)N1CCC(C(=O)Oc2ccc(Cl)cc2)CC1,i,i,i,13,i,i,i,1.8,i,i,i
COc1cc(Cl)cc2c1Sc1ccccc1/C2=C/CCN(C)C,i,i,i,15,i,i,i,-0.7,i,i,i
Nc1nc(SCC(=O)NC2CCCc3ccccc32)n[nH]1 (stereo not drawn),i,i,i,10,i,i,i,0.4,i,i,i
CCc1cccc(OCC(=O)Nc2ccc(S(=O)(=O)N3CCCC3)cc2)c1,i,i,i,-90*,i,i,i,-0.9,i,i,i
COc1ccc(C(F)(F)F)cc1NC(=O)c1nc2nc(C)cc(C(F)F)n2n1,i,i,i,24,i,i,i,-0.4,i,i,i

# Two of the compounds above, with two lines to a compound.
# Second line of a record – TRPC4 PAM | TRPC6 activator | TRPC4 agonist | AI-2 QS mod | TRPC4 block | TRPC6 inh | PolyA inh | HIF activator | MrgX1 ag | MrgX1 antag | MrgX1 allo act
COc1ccc(C(F)(F)F)cc1NC(=O)c1nc2nc(C)cc(C(F)F)n2n1
→ i | i | i | 24 | i | i | i | -0.4 | i | i | i
C/C(=N\Nc1ccc2nncn2n1)c1ccco1
→ i | i | i | 27 | i | i | i | 0.0 | i | i | i

# Next structures:
SMILES,TRPC4 PAM,TRPC6 activator,TRPC4 agonist,AI-2 QS mod,TRPC4 block,TRPC6 inh,PolyA inh,HIF activator,MrgX1 ag,MrgX1 antag,MrgX1 allo act
CCc1cc2c3c(c1)/C(=C1/SC(N)=NC1=O)C(=O)N3C(C)(C)C=C2C,i,i,i,1,i,i,i,-0.3,i,i,i
Cc1ccc(C(=O)NCc2ccco2)cc1,i,i,i,32,i,i,i,-26,i,-5.3*,i
COc1ccc(C(=O)Nc2ccc(C3(C#N)CCCC3)cc2)cc1,i,i,i,18,i,i,i,0.6,i,i,i
COc1ccccc1N(CC(=O)N1CCN(c2ccccc2)CC1)S(=O)(=O)c1ccc(C)cc1,i,i,i,6,i,i,i,-0.3,i,i,i
CN(C(=O)C1CCOC1)c1nnc(C2CCOC2)s1 (stereo not drawn),i,i,i,8,i,i,i,-0.7,i,i,i
CCC(=O)Nc1cccc(-c2cn3ccccc3n2)c1,i,i,i,4,i,i,i,2.6,i,i,i
Cc1ccc(N(CC(=O)NC2CCCCC2)C(=O)CCCC(=O)Nc2ccccn2)c(C)c1,i,i,i,25,i,i,i,-0.4,i,i,i
CCC(C)(C(=O)NC1CCCCC1)N(C(=O)c1ccccn1)c1ccccc1 (stereo not drawn),i,i,i,9,i,i,i,-0.1,i,i,i
O=C(CSc1oc(-c2ccccc2)nc1S(=O)(=O)c1ccc(F)cc1)NCC1CCCO1 (stereo not drawn),i,i,i,24,i,i,i,0.4,i,i,i
Cc1nnc(N2C(=O)C(O)=C(C(=O)c3ccco3)C2c2ccc(C(C)C)cc2)s1 (stereo not drawn),i,i,i,73,i,i,i,3.9,i,i,i
Cc1cc(C)c(S(=O)(=O)c2ccc(F)cc2C)c(Cl)n1,i,i,i,18,i,i,i,0.1,i,i,i
O=C(COC(=O)Cn1cnc2ccccc21)NCCc1ccc(Cl)cc1,i,i,i,10,i,i,i,-0.3,i,i,i
COc1cc(/C=N/NC(=O)CNC(=O)c2ccncc2)ccc1O,i,i,i,30,i,i,i,-0.6,i,i,i
O=C(Nc1ccccc1N1CCOCC1)C1CCN(S(=O)(=O)c2ccc(F)cc2)CC1,i,i,i,-3,i,i,i,0.1,i,i,i
CC1CCN(S(=O)(=O)c2cn(CC(=O)Nc3ccc(C#N)cc3)cn2)CC1,i,i,i,12,i,i,i,-0.1,i,i,i
COc1nccnc1NS(=O)(=O)c1ccc(N=Cc2c(C)[nH]n(-c3ccc(Cl)cc3)c2=O)cc1,i,i,i,1,i,i,i,-0.5,i,i,i
Cc1oc(-c2ccc(Cl)cc2)cc1C(=O)NC1CCN(Cc2ccccc2)CC1,i,i,i,13,i,i,i,-0.1,i,i,i
O=c1[nH]cc(N(CCO)CCO)c(=O)[nH]1,i,i,i,15,i,i,i,0.2,i,i,i
Cc1cc(C(=O)c2ccccc2)c(NC(=O)CN2CCOCC2)s1,i,i,i,0,i,i,i,-0.2,i,i,i
O=C(COC(=O)Cc1cccs1)Nc1ccccc1F,i,i,i,24,i,i,i,0.0,i,i,i
Cc1cccc(CN2C(=O)/C(=C\c3ccc(C(=O)NCCCN4CCN(C)CC4)cc3)Oc3ccccc32)c1,i,i,i,x,i,i,i,-4.4,i,i,i
COC(=O)c1cccc(-n2c(=O)n(Cc3ccccc3)c(=O)c3[nH]cnc32)c1C,i,i,i,21,i,i,i,0.6,i,i,i
COc1ccc(/C=C/C(=O)NCc2ccccn2)cc1OC,i,i,i,17,i,i,i,-0.2,i,i,i
O=C(CN1C(=O)/C(=C\c2cccc(Cl)c2)Sc2ccccc21)NCCCN1CCOCC1,i,i,i,43,i,i,i,1.2,i,i,i
CC(=O)N1CCN(C(=O)CCc2cc(C(C)(C)C)c(O)c(C(C)(C)C)c2)CC1,i,i,i,36,i,i,i,1.3,i,i,i
COc1ccc(C(C)=O)cc1CSc1nnc(-c2ccncc2)o1,i,i,i,54,i,i,i,-16,i,i,i
CCCCCCCCCCCCN1C/C(=C\C(=O)OCC)c2cc(C(F)(F)F)ccc2S1(=O)=O,i,i,i,13,i,i,i,-0.3,i,i,i
CC(=O)N1c2ccc(S(=O)(=O)N3CCOCC3)cc2CC1C (stereo not drawn),i,i,i,10,i,i,i,-0.3,i,i,i
COc1ccccc1NC(=O)COc1ccc(C(=O)OCC(=O)N(C(C)C)C(C)C)cc1OC,i,i,i,29,i,i,i,-0.2,i,i,i
C#CCOc1ccccc1/C=N/NC(=O)c1ccccc1OCc1ccccc1,i,i,i,8,i,i,i,0.0,i,i,i
Cc1cc([N+](=O)[O-])ccc1NC(=O)CCC(=O)N1CCCCC1,i,i,i,-5,i,i,i,0.0,i,i,i
CCCCCC(=O)Nc1cccc(C2=NOC3(C2)C[C@@H](C(N)=O)N(C(=O)CC(c2ccccc2)c2ccccc2)C3)c1 (stereo partly drawn),i,i,i,49,i,i,i,-4.9,i,i,i
COc1ccc(C2=NN(C(=O)CSc3nc4ccccc4s3)C(c3ccc(F)cc3)C2)cc1 (stereo not drawn),i,i,i,26,i,i,i,-0.2,i,i,i
COc1ccc(/C=C2\SC(=S)N(CCCCCC(=O)Nc3cc(C)on3)C2=O)cc1OC,i,i,i,10,i,i,i,-0.6,i,i,i
Cc1ccc(C)c(Cn2c(=O)n(CCCC(=O)NCc3ccco3)c(=O)c3sccc32)c1,i,i,i,7,i,i,i,3.0,i,i,i
Cc1ccccc1NC(=O)CNc1ccccc1N1CCCCC1,i,i,i,26,i,-6.4*,i,-0.5,i,i,i
COc1ccc(CN(C(=O)c2snc(C(N)=O)c2N)C(C(=O)NC2CCCC2)c2ccco2)cc1 (stereo not drawn),i,i,i,28,i,i,i,0.0,i,i,i
Cc1cc(=O)n2c(C(=O)Nc3ccc(C(=O)OC(C)C)cc3)c(C(=O)Nc3ccccc3)sc2n1,i,i,i,16,i,i,i,-0.3,i,i,i
CCCCCCCCCCCC(=O)NC1CCS(=O)(=O)C1 (stereo not drawn),i,i,i,4,i,i,i,-0.7,i,i,i
O=C(NCc1cccnc1)c1ccccc1NC(=O)c1c(F)cccc1F,i,i,i,20,i,i,i,0.5,i,i,i
Cc1ccc(Nc2nc(N)c([N+](=O)[O-])c(NCc3ccco3)n2)cc1,i,i,i,29,i,i,i,1.4,i,i,i
CC(=O)c1ccc(S(=O)(=O)N2CCN(S(=O)(=O)c3ccccc3C(F)(F)F)CC2)cc1,i,i,i,0,i,i,i,-0.3,i,i,i
COc1ccc(NC(=O)CN2C(=O)CSc3ccc(S(=O)(=O)N4CCC(C)CC4)cc32)cc1,i,i,i,12,i,i,i,0.3,i,i,i
CC1CCCCC1NC(=O)C1CCC(CNc2c(N3CCCCC3)c(=O)c2=O)CC1 (stereo not drawn),i,i,i,10,i,i,i,0.1,i,i,i
COc1cccc(N2CCN(Cc3nc4ccccc4c(=O)[nH]3)CC2)c1,i,i,i,9,i,i,i,-0.8,i,i,i

# The list is partial; the hit share may differ from the screen's.
